Rpn11 inh = inhibitors of human proteasome Rpn11; O00487; human 26S proteasome, Ub4-pepOG fluorescence polarization; 20S core pre-blocked with epoxomicin; calls only at 20 µM; 360,000 tested, 0.59% active; AID 588493;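 active = inhibition at 20 µM, scaled to each plate's controls, above about 33%, limit read from the data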
Rin1-Abl PPI inh = inhibitors of human Rin1-Abl protein interaction; P00519+Q13671; inhibition, % at 7.35 µM; TR-FRET Rin1/Abl binding, biochemical; 360,000 tested, 0.4% active; AID 588664; in the data active = inhibition above about 5%, passing the limit was not always enough
Neddyl block = inhibitors of human cullin neddylation; P61081+Q13564; 360,000 tested, 0.58% active; calls only at 25 µM; TR-FRET cullin neddylation, biochemical; in the data active = inhibition above about 36%
Scp1 inh = blocks human Scp-1 phosphatase activity; AID 493091; inhibition, % at 20 µM; 340,000 tested, 0.88% active; Recombinant Scp1, phosphopeptide, malachite green phosphate absorbance;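 active = inhibition above about 50% at 20 µM, limit read from the data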;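 also: plate controls were DMSO wells with enzyme for no effect and wells lacking enzyme for full effect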
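Test system: SCP-1 phosphatase catalytic domain, residues 76-261; measured by: colorimetric phosphate reagent with accelerator and stabiliser, absorbance at 630 nm; timing: enzyme reaction 45 min at room temperature, colour 5 min, stabilisation 30 min; also added: Phosphorylated 17-residue peptide substrate; compound dosing: one concentration, 20 µM, with 1.0% DMSO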
DNMT1 block = inhibitors of human DNMT1 | P26358 | DNMT1 molecular beacon, Hinp1I cleavage, fluorescence | inhibition (reported as % activation of signal), % at 10 µM | 360,000 tested, 0.83% active | AID 588458; in the data active = inhibition above about 50%
NadD block = blocks S. aureus nicotinate mononucleotide adenylyltransferase; 360,000 tested, 0.78% active; purified NadD enzyme, colorimetric absorbance read-out; inhibition, % at 20 µM; AID 602399; in the data active = inhibition above about 26%; also: some compounds past the cut are filed as inactive
CSN inh = inhibitors of human CSN-mediated cullin deneddylation. Q92905. Purified CSN, SCF-Nedd8-OG deneddylation, fluorescence polarization. inhibition, % at 12.5 µM. 360,000 tested, 0.38% active;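 active = pattern-corrected inhibition above about 35%, with an unprinted fluorescence ratio check between 0.5 and 1.5, limit read from the data, passing the limit was not always enough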;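 also: 0% = enzyme with substrate and 100% = substrate without enzyme; some results filed as inactive read as strong as hits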
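Assay system: HEK293T-derived human Csn5 enzyme; quantity: 0.24 nM enzyme; medium: Tris/NaCl/DTT buffer, pH 7.5; also added: substrate SCFSkp2-Nedd8OG, 10 nM; doses: 12.5 µM compound; schedule: 90 min reaction at room temperature; signal: FP; read-out: % inhibition of substrate cleavage by Csn5; benchmarks: substrate-only high control, full reaction low control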
SUMO1 PPI mod = alters human SUMO1 binding to SIM partners. SUMO1 binding to a labelled peptide, TR-FRET, 1 h. inhibition, % at 20 µM. 360,000 tested, 0.33% active; in the data active = inhibition above about 37%
STEP inh = blocks human striatal-enriched tyrosine phosphatase | P54829 | recombinant STEP, OMFP fluorogenic substrate, fluorescence | inhibition, % at 20 µM | 360,000 tested, 0.25% active | AID 588621;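 active = inhibition at 20 µM, scaled per plate between control wells, above about 37%, limit read from the data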;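 also: 0% = DMSO with enzyme and substrate and 100% = substrate only without enzyme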
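Material: STEP (striatal-enriched tyrosine phosphatase) enzyme, cell-free; Compound dosing: 20 µM single dose in 1% DMSO; Technique: fluorescence read at 480 nm ex / 540 nm em; Times: reaction 20 min, ambient temperature; Medium: 50 mM Bis-Tris pH 6.0 with 2.5 mM DTT and 0.005% Tween 20; Also added: OMFP at 25 µM.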
LMPTP inh = LMPTP (human) inhibition | P24666 | recombinant LMPTP-A, OMFP fluorogenic substrate, fluorescence intensity | inhibition, % at 20 µM | 360,000 tested, 0.22% active;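 active = compounds that cut the enzyme signal by at least half of the control window in the single-dose screen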;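 also: plate controls were DMSO wells with enzyme plus substrate for no effect and substrate without enzyme for full effect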
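Assay system: LMPTP-A, protein tyrosine phosphatase of low molecular weight / Medium: pH 6.0 Bis-Tris buffer with DTT and Triton X-100 / Schedule: 50 min enzyme reaction at room temperature, protected from light / Measured by: endpoint fluorescence intensity from OMFP dephosphorylation / Read-out basis: % inhibition relative to no-enzyme and uninhibited control wells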
Starred values were filed as active, the others as inactive; i = inactive; x = no result given; + = active, no number.

1. O=c1c2ccccc2ncn1-c1ccc(Cl)cc1[N+](=O)[O-]
2. Cn1nc(C(C)(C)C)cc1NC(=O)C1(C)CCN1C(=O)CCc1ccccc1 (stereo not drawn)
3. CCc1ccc(-c2cn(-c3nc(C)cc(C)n3)c(=N)o2)cc1
4. O=C(NC1CCCC1)C(c1ccccc1)n1c(Cc2cc(F)cc(F)c2)nc2ccccc21 (stereo not drawn)
5. COc1ccc(C(=O)NCc2ccncc2)cc1OC
6. O=C(Nc1ccc2c(c1)OCO2)C1CC(c2ccccc2O)=NO1 (stereo not drawn)
7. NC(=O)C1=C[C@@H](c2ccc3c(c2)OCO3)C[C@@H](OCCCCO)O1
8. Cc1ccc(CNS(=O)(=O)c2ccc(CN3C(=O)c4cccnc4C3=O)s2)o1

assay / entry,1,2,3,4,5,6,7,8
Rpn11 inh,i,i,i,x,i,i,i,i
Rin1-Abl PPI inh,-1,4,-3,x,5,-1,3,0
Neddyl block,i,i,i,i,i,i,i,i
Scp1 inh,7,x,-6,x,-3,-8,-5,-14
DNMT1 block,1,0,6,x,-1,-7,-4,3
NadD block,-7,-7,-2,x,4,-3,-11,2
CSN inh,-2,-1,-5,-2,0,2,7,-3
SUMO1 PPI mod,-24,5,-8,3,0,8,-8,-17
STEP inh,2,-2,0,x,-1,10,0,-2
LMPTP inh,-1.0,-1.5,-0.4,0.5,-1.7,0.3,-0.5,-1.5

Three compounds from above, arranged by their value in STEP inh, low to high.
No. | Molecule | Rpn11 inh | Rin1-Abl PPI inh | Neddyl block | Scp1 inh | DNMT1 block | NadD block | CSN inh | SUMO1 PPI mod | STEP inh | LMPTP inh
8 | Cc1ccc(CNS(=O)(=O)c2ccc(CN3C(=O)c4cccnc4C3=O)s2)o1 | i | 0 | i | -14 | 3 | 2 | -3 | -17 | -2 | -1.5
7 | NC(=O)C1=C[C@@H](c2ccc3c(c2)OCO3)C[C@@H](OCCCCO)O1 | i | 3 | i | -5 | -4 | -11 | 7 | -8 | 0 | -0.5
6 | O=C(Nc1ccc2c(c1)OCO2)C1CC(c2ccccc2O)=NO1 (stereo not drawn) | i | -1 | i | -8 | -7 | -3 | 2 | 8 | 10 | 0.3

(cont.)
9. CCOc1cccc(-c2cc(C(=O)Nc3ccon3)c3ccccc3n2)c1
10. O=c1[nH]c(C2CCCN(S(=O)(=O)c3ccccc3)C2)nc2c1nnn2Cc1ccccc1 (stereo not drawn)
11. CN(C)Cc1cc2ccccc2c2c1COC2
12. O=C(NCC1CCCN(C(=O)c2cccc(C(F)(F)F)c2)C1)c1ccc(F)cc1 (stereo not drawn)
13. CN(Cc1ccccc1)S(=O)(=O)c1ccc(NS(C)(=O)=O)cc1
14. CC1(C)NC(=O)N(CCOc2cccc(Oc3ccccc3)c2)C1=O
15. COC(=O)c1cc(S(=O)(=O)NCCc2ccccc2)c[nH]1
16. Cc1nc(NCCC(C)C)c2nnn(Cc3ccccc3)c2n1

assay / entry,9,10,11,12,13,14,15,16
Rpn11 inh,i,i,i,i,i,i,i,i
Rin1-Abl PPI inh,2,2,-1,2,-3,-4,2,5
Neddyl block,i,i,i,i,i,i,i,i
Scp1 inh,-2,2,-6,-1,4,-14,-12,-2
DNMT1 block,-1,-1,2,0,1,-6,1,1
NadD block,-9,7,-6,4,0,-4,0,6
CSN inh,5,-1,3,-4,2,4,-3,0
SUMO1 PPI mod,-5,4,0,-1,1,-3,5,-1
STEP inh,-1,-3,-3,-3,0,-1,1,0
LMPTP inh,0.7,-0.6,-1.3,-0.1,-0.2,1.7,1.3,0.7

17. O=C(Nc1cccc(F)c1)C1CCCN(S(=O)(=O)c2ccc(-n3cnnn3)cc2)C1 (stereo not drawn)
18. Cc1ccc(-c2cn3cc([N+](=O)[O-])ccc3n2)cc1
19. COc1ccc(-c2csc(NC(=O)[C@H](C)N3C(=O)C4CC=CCC4C3=O)n2)cc1OC (stereo partly drawn)
20. O=S(=O)(c1ccccc1)N1CCN(Cc2ccccc2)CC1
21. CCCC(=O)Nc1cccc(NC(=O)c2cccc([N+](=O)[O-])c2C)c1
22. Cc1onc(-c2c(F)cccc2Cl)c1C(=O)Nc1c(C)n(C)n(-c2ccccc2)c1=O
23. COc1ccc(CCN(Cc2cc3cc(C)ccc3[nH]c2=O)C(C)=O)cc1OC
24. Cn1ncc(N=Cc2c(O)ccc3ccccc23)c1C(=O)Nc1cccc(Cl)c1

assay / entry,17,18,19,20,21,22,23,24
Rpn11 inh,i,i,i,i,i,i,i,i
Rin1-Abl PPI inh,1,-2,-3,4,-2,0,-1,-1
Neddyl block,i,i,i,i,i,i,i,x
Scp1 inh,-2,1,-6,-1,-1,-4,-9,-7
DNMT1 block,-3,0,-2,-45,-2,4,4,51*
NadD block,-6,-1,-4,-4,-4,-2,-3,17
CSN inh,-2,9,3,0,-2,-5,5,-11
SUMO1 PPI mod,1,-24,1,-2,-5,1,0,-6
STEP inh,-4,1,1,-2,1,-1,7,0
LMPTP inh,-0.2,3.7,0.6,-2.1,-0.7,-1.1,-0.5,2.6

25. Cc1csc(NC(=O)Cc2coc3cc(C)c(C(C)C)cc23)n1
26. Cn1ncc(C#N)c1/N=C/N1CCCCCC1
27. Cc1nn(-c2ccccc2)c(Cl)c1/C=N/Nc1ccc(Cl)c(C(=O)O)c1
28. N=C1/C(=C\c2ccc(SCc3ccco3)o2)C(=O)N=C2SC=NN12
29. CC1(C(=O)OCC(=O)Nc2ccc3ccccc3c2)CC1(Cl)Cl (stereo not drawn)
30. Cc1c(Cl)cccc1NC(=S)NCc1ccc(F)cc1
31. COc1ccc(NC(=O)CSc2nc3ccccc3c(=O)n2-c2ccc3c(c2)OCO3)c(OC)c1
32. O=C(O)CNC(=S)N(Cc1ccccc1)Cc1ccccc1F

assay / entry,25,26,27,28,29,30,31,32
Rpn11 inh,i,i,i,i,i,i,i,i
Rin1-Abl PPI inh,1,0,-3,1,2,0,-5,2
Neddyl block,i,i,i,i,i,i,i,i
Scp1 inh,4,-6,-2,32,2,-5,-21,-6
DNMT1 block,-6,0,3,106*,4,-1,-11,-1
NadD block,-1,-2,-1,6,-6,2,5,-2
CSN inh,2,0,1,105*,-4,2,-4,-2
SUMO1 PPI mod,-2,2,11,43*,0,3,7,-3
STEP inh,-6,-2,-1,8,0,0,2,1
LMPTP inh,1.3,-1.2,-0.6,30,-0.4,0.4,3.8,-0.3

The list goes on; the last 3 above are carried over.
30. Cc1c(Cl)cccc1NC(=S)NCc1ccc(F)cc1
31. COc1ccc(NC(=O)CSc2nc3ccccc3c(=O)n2-c2ccc3c(c2)OCO3)c(OC)c1
32. O=C(O)CNC(=S)N(Cc1ccccc1)Cc1ccccc1F
33. O=C1N/C(=C/c2ccc(N3CCCC3)cc2)C(=O)N1c1ccccc1
34. COC(=O)c1sc2nc(CN3CCN(c4cccc(C(F)(F)F)c4)CC3)[nH]c(=O)c2c1C
35. COCCN(CC(=O)Nc1cccc(C)c1C)C(=O)c1cc(-c2ccncc2)nc2ccccc12
36. CC(C)(C)C(=O)Nc1ccc(C(=O)NNC(=O)c2ccccc2)cc1
37. COc1ccc(OCC(=O)Nc2ccc3c(c2)nc(CCN2CCOCC2)n3C)cc1
38. O=C(c1nc2ccc(Cl)cn2c1CN1CCC[C@H]1CO)N1CCCCCCC1
39. Cc1csc(OCc2ccc(C#N)cc2)n1
40. CC(C)C(=O)N1CCN(c2ccccc2NC(=O)Cc2ccc(Cl)cc2)CC1

assay / entry,30,31,32,33,34,35,36,37,38,39,40
Rpn11 inh,i,i,i,+,+,i,i,i,i,i,i
Rin1-Abl PPI inh,0,-5,2,-4,-4,-1,0,-1,0,1,1
Neddyl block,i,i,i,i,i,i,i,i,i,i,i
Scp1 inh,-5,-21,-6,-3,-4,-5,-1,-5,-5,-10,-7
DNMT1 block,-1,-11,-1,12,4,-11,2,-1,2,7,-1
NadD block,2,5,-2,9,10,11,0,-5,4,-4,0
CSN inh,2,-4,-2,9,14,-2,-23,-5,-4,-1,1
SUMO1 PPI mod,3,7,-3,-11,-3,-3,-2,-1,3,0,-5
STEP inh,0,2,1,0,-4,-2,-2,0,-1,0,-1
LMPTP inh,0.4,3.8,-0.3,0.9,0.9,0.8,-1.6,0.7,0.8,-0.4,-0.3

41. COc1ccc(-c2cc(C(=O)N(C)CC(=O)Nc3ccccc3Cl)c3ccccc3n2)cc1OC
42. CCC(C)c1ccc(NC(=S)Nc2ccc(OC)cc2C)cc1 (stereo not drawn)
43. CC(=O)c1cccc(NC(=O)CNC(=O)c2cc3ccccc3o2)c1
44. CCOC(=O)c1sc(-c2ccc(F)cc2)cc1N
45. Cc1cccc(OCCCC(=O)O)c1C
46. COc1ccc(C(=O)Nc2ccc3[nH]ccc3c2)cc1
47. Cc1c([N+](=O)[O-])cc(C(=O)Oc2cccc(C(=S)N3CCOCC3)c2)cc1[N+](=O)[O-]
48. O=C1NC2=C(C(=O)CCC2)C(c2ccccc2[N+](=O)[O-])N1 (stereo not drawn)

assay / entry,41,42,43,44,45,46,47,48
Rpn11 inh,i,i,i,i,i,i,i,i
Rin1-Abl PPI inh,-1,1,17*,0,2,-1,3,0
Neddyl block,+,i,i,i,i,i,i,i
Scp1 inh,-3,-2,-5,-7,-3,-7,4,6
DNMT1 block,-12,1,10,-2,4,6,2,2
NadD block,3,3,-10,-15,-3,-6,-3,1
CSN inh,8,-13,2,-9,0,0,-2,-15
SUMO1 PPI mod,-7,-1,-4,-13,0,2,-19,16
STEP inh,5,-2,-2,-1,0,2,0,1
LMPTP inh,1.1,1.1,0.0,1.3,-0.9,-2.1,0.5,6.8

49. O=[N+]([O-])c1ccc2c(c1)CCN2
50. Cc1nnc(Sc2c(-c3ccccc3)c3ccc(Cl)cc3[nH]c2=O)s1
51. CCCC(=O)N1CCCC(c2cc(C(=O)NCc3ccc(F)cc3)no2)C1 (stereo not drawn)
52. COC(=O)c1ccccc1SC1CC(=O)N(c2ccccc2)C1=O (stereo not drawn)
53. CCOc1ccc(C(=O)NC(C(=O)NCCc2ccc(OC(F)F)cc2)C(C)C)cc1 (stereo not drawn)
54. CCOC(=O)c1c(NC(=O)COC(=O)c2ccc(S(=O)(=O)C(F)F)cc2)sc(C(=O)N(C)C)c1C
55. CCCn1c(SCC(=O)Nc2ccc(Cl)cc2)n[nH]c1=O

assay / entry,49,50,51,52,53,54,55
Rpn11 inh,i,i,i,i,i,i,i
Rin1-Abl PPI inh,-6,7,0,1,-2,-4,4
Neddyl block,i,i,i,i,i,i,i
Scp1 inh,13,-4,x,-5,-4,x,-5
DNMT1 block,3,-1,-5,0,4,-1,1
NadD block,4,-2,-4,4,0,1,-9
CSN inh,3,-2,2,2,0,1,0
SUMO1 PPI mod,-41,-9,-9,0,-1,-2,-4
STEP inh,-1,-9,-1,0,-1,3,-2
LMPTP inh,1.7,0.1,-0.9,-1.3,-1.9,0.4,-0.5

Compound activity from PubChem BioAssay.
